Assay outcomes as filed in PubChem.
LANA DNA inh – KSHV C-LANA DNA binding inhibition. inhibition, % at 9 µM. AID 504423. MBP-C-LANA/FAM-LBS DNA binding, fluorescence polarization. hit rate 0.078% among 340,000;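 active = highest replicate inhibition at or above 60% at 9 µM, even if other replicates fall short; inactive = all replicates below 60% inhibition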;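 note: 0% = neutral control wells and 100% = 4 µM acridine orange control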
RTF Ca sens inh – cardiac RTF calcium desensitization; IANBD-labeled cardiac RTF, Ca2+ fluorescence; hit rate 0.12% among 340,000; P19429+P45379; inhibition, % at 7.15 µM; AID 493244;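 active = inhibition above the mean inhibition of all tested compounds plus 3 SD, cut at about 17% in these data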;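 note: assay run at fixed EC70 calcium of 1.6 mM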
PvdQ inh – blocks Pseudomonas aeruginosa PvdQ acylase activity; purified PvdQ acylase, fluorescence plate reader; inhibition, % at 10 µM; hit rate 0.063% among 340,000; AID 488965; in the data active = inhibition above about 30%, passing the limit was not always enough;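 note: 0% = vehicle neutral wells and 100% = reference inhibitor wells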
PfHsp90 yeast 2 – reduces growth (ATP signal) of yeast expressing P. falciparum Hsp90 | S. cerevisiae expressing PfHsp90, BacTiter-Glo ATP, 48 h; yeast lacking PDR1 and PDR3 efflux regulators | inhibition, % at 9.4 µM | AID 504621 | hit rate 0.32% among 310,000;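 active = every replicate shows inhibition above about 80%, whatever the replicate mean, limit read from the data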;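 note: 0% = DMSO neutral controls and 100% = 20 µM radicicol positive controls; yeast relying on Plasmodium falciparum Hsp90 in place of its own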
CDK5 p35 inh – blocks human CDK5/p35 kinase activity; Q00535+Q15078; Recombinant CDK5/p35, ADP-Glo luminescence, 60 min; inhibition, % at 10 µM; hit rate 0.01% among 330,000;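 active = highest replicate inhibition of at least 50% and at least 75% of replicates reaching 50%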;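 note: plate controls were DMSO neutral control for no effect and GW8510 at 10 µM for full effect; many of its hits are not listed in these tables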
Target sequence (Q00535 whole entry, looked up): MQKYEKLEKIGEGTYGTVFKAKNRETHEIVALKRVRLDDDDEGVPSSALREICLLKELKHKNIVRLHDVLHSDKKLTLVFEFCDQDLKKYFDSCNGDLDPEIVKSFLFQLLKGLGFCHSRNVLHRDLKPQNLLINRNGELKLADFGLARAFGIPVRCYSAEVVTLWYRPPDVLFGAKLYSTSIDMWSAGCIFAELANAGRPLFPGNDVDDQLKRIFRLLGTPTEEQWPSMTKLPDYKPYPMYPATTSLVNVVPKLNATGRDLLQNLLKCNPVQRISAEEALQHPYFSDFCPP
Target sequence (Q15078 whole entry, looked up): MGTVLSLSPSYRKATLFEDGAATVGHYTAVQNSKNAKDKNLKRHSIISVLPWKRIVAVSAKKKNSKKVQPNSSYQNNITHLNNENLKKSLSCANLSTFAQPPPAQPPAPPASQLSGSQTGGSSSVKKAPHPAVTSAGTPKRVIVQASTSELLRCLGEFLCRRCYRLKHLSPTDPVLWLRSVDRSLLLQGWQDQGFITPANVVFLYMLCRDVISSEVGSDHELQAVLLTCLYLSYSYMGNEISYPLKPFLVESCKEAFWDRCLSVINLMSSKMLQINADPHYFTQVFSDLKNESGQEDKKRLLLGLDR
SUMO Mot1 rescue – inhibitors of SUMOylation pathway: yeast Mot1-301 growth rescue; growth rescue, % at 18.8 µM; hit rate 1% among 320,000; AID 2716; S. cerevisiae Mot1-301 growth rescue, ATP luminescence, 38.5C; percent above DMSO median, 100 means doubled;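 active = every valid replicate shows activation above 250% relative to neutral control wells; inactive = the rest, any valid replicate at or below 250%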;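 note: OY570 slx delta 5 strain wells were the positive control but not used for scaling; some compounds called inactive have numbers as strong as hits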
NSD2 HMT inh – inhibitors of human histone methyltransferase NSD2. O96028. NSD2 peptide methylation, AlphaScreen, 120 min. inhibition, % at 12.5 µM. hit rate 0.54% among 310,000. AID 743445; in the data active = inhibition above about 50%
Rtt109 HAT inh – blocks Candida albicans Rtt109/Vps75 acetyltransferase activity; Q5AAJ8; purified Rtt109/Vps75, ThioGlo CoA-SH fluorescence, 4 h; inhibition, % at 34.9 µM; hit rate 0.16% among 330,000;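 active = inhibition of at least 50% in every replicate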
Target sequence (Q5AAJ8 whole entry, looked up): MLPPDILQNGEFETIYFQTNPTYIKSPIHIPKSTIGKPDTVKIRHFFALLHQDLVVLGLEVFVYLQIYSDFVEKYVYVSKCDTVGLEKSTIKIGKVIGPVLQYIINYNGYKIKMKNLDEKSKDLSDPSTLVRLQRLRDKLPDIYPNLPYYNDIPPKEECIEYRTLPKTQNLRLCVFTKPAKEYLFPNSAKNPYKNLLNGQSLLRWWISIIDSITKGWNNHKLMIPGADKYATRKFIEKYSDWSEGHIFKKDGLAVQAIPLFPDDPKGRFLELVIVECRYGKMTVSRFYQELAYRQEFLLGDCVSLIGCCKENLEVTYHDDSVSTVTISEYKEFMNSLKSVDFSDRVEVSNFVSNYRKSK
dFosB activator – enhances mouse delta FosB homodimer DNA binding | purified delta FosB, TAMRA-CDK5 oligo fluorescence polarization; percent of positive-control signal above neutral wells | P13346 | AID 493131 | hit rate 0.99% among 340,000 | activation, % at 25 µM;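 active = mean activation above about 17%, with every replicate also reaching it, limit read from the data, passing the limit was not always enough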;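 note: fluorescence polarization rise as delta FosB binds a TAMRA Cdk5 AP-1 oligo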
Keap1-Nrf2 PPI – Keap1-Nrf2 (human) interaction inhibition | Q14145 | inhibition, % at 9.4 µM | Keap1 Kelch-Nrf2 peptide fluorescence polarization, 1536-well | hit rate 0.15% among 340,000; in the data active = inhibition above about 12%;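 note: human Keap1 Kelch domain with fluorescein labeled Nrf2 9mer peptide probe; 0% = neutral control wells and 100% = peptide positive control; higher means more block of Keap1 binding to Nrf2 peptide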
RTF Ca sens act – increases calcium sensitivity of human cardiac regulated thin filaments | P19429+P45379 | activation, % at 7.2 µM | hit rate 0.24% among 340,000 | AID 493008 | IANBD-labeled TnC RTF fluorescence at EC20 calcium; 0% EC20 calcium, 100% full calcium;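 active = activation above the mean over all tested compounds plus 3 SD, cut at about 30% in these data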;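 note: rise in fluorescence read as greater calcium sensitivity of cardiac thin filaments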
Active calls of the source: *; . = no result given.

SMILES	LANA DNA inh	RTF Ca sens inh	PvdQ inh	PfHsp90 yeast 2	CDK5 p35 inh	SUMO Mot1 rescue	NSD2 HMT inh	Rtt109 HAT inh	dFosB activator	Keap1-Nrf2 PPI	RTF Ca sens act
COc1cc(OC)cc(-c2nc3ccccc3c(=O)n2NC(=O)c2cccnc2Cl)c1	-1.2	-11.6	-20.3	6.7	-1.0	-17.4	-3.7	-8.5	-2.4	-5.4	1.5
O=C(CSc1ccccc1F)NC(=O)c1ccc(Cl)cc1	-2.0	0.0	-9.5	-4.8	-2.6	26.5	-2.2	-0.7	-4.6	-1.1	5.3
O=C(O)c1cc2c(s1)-c1ccccc1OC2	0.6	5.7	1.5	17.3	-2.5	-6.2	0.9	-13.9	2.3	0.7	-0.4
CCOc1ccc(S(=O)(=O)NCc2ccc3c(c2)OCO3)cc1C(=O)O	0.2	2.9	-2.3	10.3	-1.5	-12.2	-0.4	-0.8	-2.5	-7.9	0.6
CC1(C)CC(=O)C(Sc2ccccc2C(=O)O)=C(O)C1	1.3	2.5	5.5	5.5	0.5	99.0	-1.9	-6.0	4.0	-0.2	-4.1
O=[N+]([O-])c1ccc(NS(=O)(=O)N2CCOCC2)cc1	0.4	-6.5	-1.2	-18.0	0.2	-3.2	5.9	14.5	5.2	0.5	3.2
COC(=O)[C@]1(Cc2ccccc2)N[C@H](c2ccc(-c3ccc4c(c3)OCO4)cc2)[C@@H]2C(=O)N(C)C(=O)[C@@H]21	-1.0	-4.8	1.5	-5.4	1.0	4.9	.	-6.0	-0.8	2.0	-2.5
CC(=O)Nc1sc(N/N=C\c2cccc(Cl)c2)nc1-c1cccs1	1.7	-11.1	-9.4	-17.3	-1.4	-13.2	-1.2	-2.7	-10.5	4.9	10.0
COc1ccc2nc(C)c(C(N)=O)cc2c1	1.9	-8.4	-20.3	14.4	-0.4	3.8	-3.0	-7.7	-4.9	-5.9	0.7
O=C(CNCc1ccc(Cl)cc1)Nc1cccc(C(=O)O)c1	0.6	.	-9.4	-34.2	-2.6	.	-2.8	1.2	-4.0	-4.2	.
O=C(Nc1cccc(F)c1)N(Cc1ccc(Cl)cc1)CC(O)C(F)(F)F (centres undefined)	0.1	-6.5	-10.0	-11.0	0.6	-10.3	11.1	8.2	-7.3	-0.9	-0.3
Cc1cc(C)nc(SCc2cc(=O)c(OC(=O)c3ccco3)co2)n1	-0.3	-4.7	-11.7	-8.0	-1.2	8.2	14.8	-3.3	-2.3	-0.1	2.0
Cc1cc(=S)[nH]c2ccccc12	0.4	-5.8	-0.2	.	1.8	-13.5	-1.0	7.0	2.6	-5.3	-0.9
COC(=O)C[C@H]1c2ccc(C(F)(F)F)cc2S(=O)(=O)N1Cc1ccccc1	0.7	-18.9	-12.0	.	0.9	27.4	.	0.8	-1.5	-0.9	-6.8
CCC(C)N(C(=O)COC(=O)/C=C/c1ccc(O)c(OC)c1)C1CCS(=O)(=O)C1 (centres undefined)	-1.3	7.3	8.1	0.9	-2.0	0.4	2.9	.	-9.2	-7.9	0.0
CC(C)N1CCN(C(=O)C2CCC(=O)N(CCc3cccc(F)c3)C2)CC1 (centres undefined)	-0.6	-7.5	-10.4	-12.2	-0.2	.	0.8	-11.8	2.0	-0.1	-1.1
COc1ccc(NC(=O)c2c(OC)cccc2OC)c(OC)c1	0.2	-17.0	-6.2	2.7	2.1	-6.9	7.4	-2.1	3.8	-3.7	0.2
CCOC(=O)c1cc(-c2ccccc2)sc1NC(=O)C(C)OC(=O)c1cccnc1Cl (centres undefined)	-1.9	-12.9	-15.9	0.0	-1.0	-9.5	0.4	0.0	-11.6	-3.1	6.5
Cc1ccc(NCc2nnc(SCC(=O)O)n2Cc2ccccc2)cc1Cl	0.0	.	-0.4	19.7	0.5	9.5	-0.9	5.2	2.3	-1.2	.
Cc1cc(C)c(C#N)c(Nc2ccc(F)cc2)n1	-1.2	-2.5	-16.2	-12.2	-1.0	4.6	-1.7	-4.2	3.3	-2.9	5.2
COc1ccc(CS(=O)(=O)c2nc(C)cc(C)c2S(C)(=O)=O)cc1	0.6	4.2	-17.2	29.6	1.7	9.9	4.2	-1.2	1.6	-1.4	1.1
O=C(Nc1ccc(Cl)c(Cl)c1)N1CC=C(c2ccccc2)CC1	-1.3	6.5	-15.5	16.3	0.9	.	-1.9	6.7	-5.0	-6.0	-2.2
COc1ccc(Nc2nc(-c3ccc(OC)cc3)c(CCC(=O)O)s2)cc1	-0.2	0.4	7.3	-16.2	6.9	-10.3	5.0	11.5	-1.4	-3.8	-0.9
O=C(COC(=O)c1cccc(Cl)c1)Nc1ccc2[nH]c(=O)[nH]c2c1	-0.9	-5.8	-3.3	-35.9	-0.6	-4.0	-2.3	-11.5	6.0	-1.0	-0.3
CCOC(=O)c1cc(NC(=O)Nc2ccccc2Cl)c(C)nc1C	1.3	.	-9.3	-84.7	0.4	121.3	-2.6	-4.8	-22.2	4.5	.
CCOc1ccccc1NC(=O)c1ccc(NC(=O)c2ccco2)cc1	-2.0	-14.0	-1.8	-5.7	4.5	.	0.2	6.3	1.7	-1.6	-2.8
O=C(Cc1cccc([N+](=O)[O-])c1)Nc1cccc(C(=O)N2CCCCC2)c1	0.6	7.0	-9.3	-2.7	-0.2	6.7	.	1.1	-11.3	0.0	-5.1
CCC(=O)N1CCCc2cc(S(=O)(=O)N3CCN(C4CCCCC4)CC3)ccc21	1.3	-6.3	-16.5	13.9	1.0	-5.2	-0.4	11.6	-3.7	0.8	3.6
O=C(NN=C1CCCC1)c1n[nH]c2c1CCC2	-1.1	-12.0	4.7	-8.8	4.5	-16.7	-2.4	2.8	-4.2	3.3	3.5
Cc1cccc(NC(=O)N2CCC(NC(=O)c3ccccc3C)CC2)c1	-1.7	0.5	-9.8	-48.1	0.3	4.3	-2.9	-5.1	-3.2	-1.0	0.4
CCSc1nnc(NC(=O)Cc2cc(OC)c(OC)c(OC)c2)s1	-0.4	-6.5	12.8	7.8	0.4	.	-2.1	-2.1	-3.1	-1.4	2.9
COc1cccc(CN(C)C(=O)c2ccc(S(=O)(=O)N3CCCC3)cc2)c1OC	-1.5	-4.7	-8.5	-43.5	-1.8	-3.4	5.1	12.6	0.9	4.2	3.7
c1ccc(-c2ncnc3nc4n(c23)CCC4)cc1	-1.8	-1.8	-3.0	11.6	-3.4	15.2	1.0	10.3	-1.2	-3.3	-2.2
Oc1cc(Cc2ccccc2)cnc1CN1CCCCC1	0.0	-3.7	-15.0	15.6	-1.5	0.1	0.5	-4.8	-3.9	-2.5	8.8
C/C(=N\Nc1cccc2cccnc12)c1ccc[nH]1	-2.5	-5.4	-8.2	6.4	-1.2	1.3	1.0	2.0	-7.9	0.1	-2.6
Cc1nccn1-c1ccc(C(F)(F)F)cc1[N+](=O)[O-]	-0.2	-4.5	-9.8	33.1	0.6	5.9	4.4	4.2	-14.6	-6.1	4.0

Retrieved by structure from the entries so far:
SMILES	LANA DNA inh	RTF Ca sens inh	PvdQ inh	PfHsp90 yeast 2	CDK5 p35 inh	SUMO Mot1 rescue	NSD2 HMT inh	Rtt109 HAT inh	dFosB activator	Keap1-Nrf2 PPI	RTF Ca sens act
C/C(=N\Nc1cccc2cccnc12)c1ccc[nH]1	-2.5	-5.4	-8.2	6.4	-1.2	1.3	1.0	2.0	-7.9	0.1	-2.6
Cc1nccn1-c1ccc(C(F)(F)F)cc1[N+](=O)[O-]	-0.2	-4.5	-9.8	33.1	0.6	5.9	4.4	4.2	-14.6	-6.1	4.0
Oc1cc(Cc2ccccc2)cnc1CN1CCCCC1	0.0	-3.7	-15.0	15.6	-1.5	0.1	0.5	-4.8	-3.9	-2.5	8.8

Remaining list, next part
SMILES	LANA DNA inh	RTF Ca sens inh	PvdQ inh	PfHsp90 yeast 2	CDK5 p35 inh	SUMO Mot1 rescue	NSD2 HMT inh	Rtt109 HAT inh	dFosB activator	Keap1-Nrf2 PPI	RTF Ca sens act
CN(C)S(=O)(=O)c1cccc(C(=O)OCC(=O)Nc2sccc2C(N)=O)c1	1.1	-12.2	-17.6	6.5	-1.2	-31.5	-0.6	6.3	-17.8	-0.9	4.5
Cc1ccc(NC(=O)c2c(C(F)(F)F)nn(C)c2SCc2cccc(C(F)(F)F)c2)cc1C	-0.6	0.2	-4.9	-3.8	0.4	500.0	-2.6	-8.9	1.3	0.4	-8.1
COC(=O)c1ccc2ccn(CC(=O)NC3CCCCC3)c2c1	-2.4	-15.6	-9.7	-6.7	-0.1	-21.1	-4.3	-7.0	-5.5	-2.4	-5.4
CCOC(=O)C1=CN(Cc2ccco2)S(=O)(=O)NC1c1ccc(F)c(Cl)c1 (centres undefined)	-0.2	-4.3	-3.4	-0.4	-0.2	.	.	-5.7	-3.2	3.9	0.0
CN(C)S(=O)(=O)c1ccc(N2CCCC2)c(C(=O)Nc2ccc(F)cc2F)c1	0.5	-3.1	-12.6	-2.7	-0.4	8.1	0.7	-28.6	-9.2	-3.6	-3.5
COc1ccc(C(=O)C2CCCN(C(=O)c3ccoc3C)C2)cc1F (centres undefined)	3.9	5.1	-14.6	-23.2	-0.4	-7.0	.	-1.7	-8.0	-1.6	5.6
O=C(Nc1cc(F)c(Br)cc1F)c1ccc(Cl)cc1	-0.8	-2.8	-13.2	-10.3	0.6	4.1	-0.5	2.1	5.2	-0.1	-1.1
Cc1ccc(C(=O)O)c(NC=O)c1OCc1ccccc1	1.4	-8.5	-13.9	-16.9	-2.0	.	-1.1	2.6	4.5	-1.5	-0.4
COc1ccc(Cl)cc1C(=O)OCC(=O)NC(=O)c1cccn1C	-0.2	6.7	5.8	44.0	-0.6	-6.0	1.7	-1.2	-1.8	-2.5	-3.0
CCS(=O)(=O)c1nc(S(=O)(=O)c2ccc(C)cc2)c(NCCN2CCOCC2)s1	2.0	-2.8	-14.0	-15.7	0.8	-6.8	-3.9	-5.2	-2.4	-4.2	0.9
CCCCCc1ccc(C(=O)CCC(=O)OCC(=O)N(CC)c2c(N)n(Cc3ccccc3)c(=O)[nH]c2=O)cc1	-2.2	-6.3	29.0	.	-0.1	.	1.3	14.3	-1.4	-4.6	-1.4
COc1cc2c(c(OC)c1OC)CCc1cnoc1-2	0.5	-6.3	-1.5	9.8	0.4	0.5	-2.3	-3.3	10.5	0.4	4.1
Cc1ccc(OCCC(=O)NNC(=O)c2ccccc2F)cc1	-0.7	-5.0	-6.5	-2.3	-0.3	-10.0	0.1	-1.1	3.3	0.9	-0.4
COc1ccc(-c2noc(CCC(=O)N3CCN(c4cccc(OC)c4)CC3)n2)cc1	-0.3	-2.8	5.4	11.7	0.8	.	.	3.1	0.6	5.2	-7.3
NC(=O)CSc1nc2cc([N+](=O)[O-])ccc2n1-c1cccc(C(F)(F)F)c1	-0.3	-17.7	-9.2	-0.5	-3.6	-19.1	-0.7	-2.4	-13.4	-8.7	-11.8
Cc1ccccc1NC(=O)c1sc2nc[nH]c(=O)c2c1C	-1.0	-16.9	7.4	.	3.1	-12.6	1.2	.	-15.7	-3.2	1.9

Rows were taken by chance. Share with any hit: about 3.2%.
